APEX1 inh: blocks human APE1 abasic DNA cleavage | recombinant APE1, TAMRA/BHQ-2 abasic DNA cleavage fluorescence | Potency, µM (highest dose often 65.8 µM), for the others: top-dose activity change, negative = inhibition, most hits filed as inhibitors | 350,000 compounds, 0.35% hits | AID 2517;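 note: potency is the fitted concentration of half-maximal effect; plate controls were vehicle for no effect and reference inhibitor for full effect; nearly all actives have a fitted effect of over 55% in size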
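Activity was derived from the fluorescence gain between first and third kinetic reads (60 s intervals, ex 525/em 598 nm) after 50 nM THF-abasic TAMRA/BHQ-2 duplex was added to 0.75 nM APE1 preincubated 15 min with compound.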
RGS4 inh: inhibitors of human regulator of G protein signaling 4. Potency, µM (top dose mostly 114 µM), inactives show top-dose activity change, negative = inhibition, actives largely listed as inhibitors. Transcreener GDP fluorescence polarization, RGS4-accelerated GTP hydrolysis. P49798. 390,000 compounds, 0.039% hits; note: potency is the fitted concentration of half-maximal effect; % is set by controls: 0 for no effect and ±100 for the full control effect; nearly all actives have a fitted effect of over 75% in size; some results filed as inactive show a strong effect at the top dose
Target sequence (P49798 whole entry, looked up): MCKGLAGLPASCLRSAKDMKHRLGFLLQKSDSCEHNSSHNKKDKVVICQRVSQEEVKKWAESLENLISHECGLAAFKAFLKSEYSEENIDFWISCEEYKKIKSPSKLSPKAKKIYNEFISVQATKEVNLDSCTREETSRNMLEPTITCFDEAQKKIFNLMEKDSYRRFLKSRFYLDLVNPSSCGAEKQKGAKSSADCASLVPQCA
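MLSMR compounds (23 nl, pin-transferred) preincubated 10 min at room temperature with a 500nM (2x) first reagent, then RGS4 at 900nM (2x) plus Transcreener GDP mix added; fluorescence polarization (620/688 nm) read before and after 90 min at 30 °C.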
LDHA block: inhibitors of human lactate dehydrogenase A. P00338. purified LDHA, NADH/diaphorase-resazurin fluorescence; hits give low values. activity change, % (values are at about 110 or 230 µM). 480,000 compounds, 0.15% hits. AID 1347041; in the data active = activity change below about -30%; inconclusive = mostly about -25% to -30%;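 note: plate controls were DMSO wells for no effect and wells without enzyme for full effect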
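Remaining NADH was detected by diaphorase (0.133 mg/mL) converting 37 µM resazurin to fluorescent resorufin, read at 0 and 20 minutes. The preceding 5-minute room-temperature reaction used 2 nM LDHA, 0.2 mM sodium pyruvate and 0.06 mM NADH at pH 7.4.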
POLK inh: inhibitors of human DNA polymerase kappa; Q9UBT6; AID 588579; 400,000 compounds, 0.53% hits; purified Pol kappa, fluorescent DNA synthesis assay, 10 min; Potency, µM (highest dose often 107 µM), for the others: top-dose activity, negative = inhibition, most hits filed as inhibitors; note: potency is the fitted concentration of half-maximal effect; % is set by controls: 0 for no effect and ±100 for the full control effect
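Kinetic fluorescence readout at 0 and 10 min followed reaction start with substrate at 50 nM final. Beforehand, enzyme (10 nM Pol kappa) stood 15 min with compound at room temperature; buffer-only wells were negative controls.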
Apoferritin bind: candidate novel general anesthetic via apoferritin binding; P02791; apoferritin/1-aminoanthracene competitive binding, fluorescence; Potency, µM (doses to about 77.5 µM), inactives show at the top dose activity change, negative = displacement, usual class: inhibitors; 350,000 compounds, 0.074% hits; note: potency is the fitted concentration of half-maximal effect; % is set by controls: 0 for no effect and ±100 for the full control effect; nearly all actives have a fitted effect of over 20% in size
Target sequence (P02791 2-175 limits assumed): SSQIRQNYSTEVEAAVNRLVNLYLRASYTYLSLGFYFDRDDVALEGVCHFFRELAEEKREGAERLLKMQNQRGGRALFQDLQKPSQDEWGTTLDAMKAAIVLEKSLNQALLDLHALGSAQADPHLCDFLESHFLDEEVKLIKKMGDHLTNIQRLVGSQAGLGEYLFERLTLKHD
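10 uM apoferritin + 50% sat. 1-AMA, PBS; cpd 10 min RT; Ex380/Em535 endpoint; normalized to free probe vs complex; 4-param Hill fit; propofol titration as pos. ctrl.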
Pol beta inh: inhibitors of human DNA polymerase beta | Pol beta primer extension/strand displacement, fluorescence kinetic | Potency, µM (top dose mostly 114 µM), inactives show at the highest dose activity change, negative = inhibition, hits mostly inhibitors | 340,000 compounds, 1.3% hits | AID 485314; note: potency is the fitted concentration of half-maximal effect; % is set by controls: 0 for no effect and ±100 for the full control effect
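Kinetic readout of DNA synthesis with strand displacement by Pol beta. Compound and 10 nM enzyme sit 15 min at room temperature; 50 nM substrate starts the reaction, read immediately and at 10 min.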
ERG Ets-DNA blk: ERG Ets/DNA interaction inhibition. 370,000 compounds, 0.028% hits. Potency, µM (top dose mostly 76.9 µM), for inactives: top-dose FP activity, negative = inhibition, hits mostly inhibitors. P11308. fluorescence polarization, His-ERG Ets domain / labelled DNA; active = well fitted inhibition curve with a large enough effect in the polarisation, with a control signal flat; inconclusive = small, poorly fitted or top-dose-only effect, or effect the other way, or a change in a side signal; inactive = no such curve, though single readings can be large or run the other way; the % refers to the polarisation;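 note: polarization taken with two DNA probes labelled with fluorescein and Texas red; potency is the fitted concentration of half-maximal effect; % of control where 0% means no effect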
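His-tagged ERG Ets domain (1 uM in the protein solution; 300mM KCl, 50mM Tris-HCl, 1mM EDTA, 1mM DTT, pH 7.5) received compound, then a probe mix of 5 nM fluorescein-DNA and 100nM Texas-615-DNA. Fluorescence polarization was read for both dyes.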
ALOX12 inh: inhibitors of human 12S-lipoxygenase ALOX12. 580,000 compounds, 1.1% hits. P18054. purified 12hLO, xylenol orange hydroperoxide absorbance. Potency, µM (series often up to 108 µM), without a hit: top-dose activity change, negative = inhibition, most hits filed as inhibitors. AID 1671190; note: potency is the fitted concentration of half-maximal effect; % is set by controls: 0 for no effect and ±100 for the full control effect
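Purified human 12hLO (150 nM final) in 25 mM Hepes, 0.01% Triton X-100, pH 7.0 was preincubated 15 min at room temperature with compound. Then 40 uM arachidonic acid was added, 30 min. Hydroperoxide was read by Fe-XO absorbance ratio 573/405 nm.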
POLH inh: DNA polymerase eta (human) inhibition. Potency, µM (doses to about 114 µM), without a hit: at the top dose activity change, negative = inhibition, most hits filed as inhibitors. 390,000 compounds, 1.2% hits. Q9Y253. recombinant Pol eta, fluorescent DNA replication assay; note: potency is the fitted concentration of half-maximal effect; % is set by controls: 0 for no effect and ±100 for the full control effect
Target sequence (Q9Y253 whole entry, looked up): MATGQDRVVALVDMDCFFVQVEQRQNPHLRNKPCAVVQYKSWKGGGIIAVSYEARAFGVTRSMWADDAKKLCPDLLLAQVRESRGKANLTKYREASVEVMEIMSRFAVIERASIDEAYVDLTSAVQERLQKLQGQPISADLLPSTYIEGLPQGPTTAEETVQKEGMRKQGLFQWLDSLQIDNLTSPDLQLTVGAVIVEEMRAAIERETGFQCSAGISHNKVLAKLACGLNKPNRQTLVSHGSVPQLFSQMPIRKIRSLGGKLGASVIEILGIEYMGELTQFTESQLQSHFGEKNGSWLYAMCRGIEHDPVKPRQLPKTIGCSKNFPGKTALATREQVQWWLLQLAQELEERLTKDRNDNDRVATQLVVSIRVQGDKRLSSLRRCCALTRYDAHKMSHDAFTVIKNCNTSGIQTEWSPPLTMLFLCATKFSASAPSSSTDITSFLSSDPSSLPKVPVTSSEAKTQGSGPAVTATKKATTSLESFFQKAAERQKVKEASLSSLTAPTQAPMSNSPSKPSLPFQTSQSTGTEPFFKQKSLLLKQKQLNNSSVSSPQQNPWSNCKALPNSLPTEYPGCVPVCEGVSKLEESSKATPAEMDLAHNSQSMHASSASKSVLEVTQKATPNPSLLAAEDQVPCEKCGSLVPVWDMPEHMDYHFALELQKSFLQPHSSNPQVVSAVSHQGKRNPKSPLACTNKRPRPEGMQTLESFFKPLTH
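Pol eta at 10 nM preincubated with compounds 15 min at room temperature; reaction started with fluorescent substrate (50 nM final) and read kinetically at 0 and 10 min.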
* marks the source's active call; other numbers are inactive results; ? = inconclusive; . = no result given; [ ] = remark or other dose. Unless noted, calls come from the whole dose curve; as a rule, active = well fitted curve in the direction sought with a large enough effect; inconclusive = small, poorly fitted or top-dose-only effect, or another doubt; inactive = no such curve, though single readings can be large; an effect the other way counts as inactive or inconclusive.

Letters – A = APEX1 inh; B = RGS4 inh; C = LDHA block; D = POLK inh; E = Apoferritin bind; F = Pol beta inh; G = ERG Ets-DNA blk; H = ALOX12 inh; I = POLH inh
SMILES: COc1ccc(CC(=O)NC2CCN(Cc3nnnn3C(C)(C)C)CC2)cc1OC
  A: 8%; B: 7%; C: 5; D: -9%; E: -13%; F: -28%; G: 1%; H: ?; I: -7%

SMILES: O=C(Nc1cc(Cl)cc(Cl)c1)c1cnn2cccnc12
  A: -5%; B: -15%; C: 0; D: -1%; E: -10%; F: 1%; G: 1%; H: 0%; I: ?

SMILES: CCOc1ccc(NC(=O)CSc2nnc(C34CC5CC(CC(C5)C3)C4)n2C)cc1
  A: 9%; B: 12%; C: 0; D: -1%; E: -15%; F: 6%; G: -11%; H: -5%; I: -2%

SMILES: COc1ccc(C(=O)NCCc2c[nH]c3ccccc23)cc1S(=O)(=O)N1CCOCC1
  A: 5%; B: -26%[11.4 µM]; C: -6; D: -12%; E: -14%; F: 2%; G: -7%; H: 9%; I: -17%

SMILES: COC(=O)c1ccc[n+](CC(=O)c2ccc(Br)cc2)c1
  A: 5%; B: 1%; C: -2; D: 0%; E: 8%; F: 10%; G: -2%; H: -7%; I: -19%

SMILES: O=C(N/N=C/c1ccccn1)c1ccccc1
  A: 12%; B: 14%; C: -1; D: -7%; E: -4%; F: 40%; G: 6%; H: -2%; I: -13%

SMILES: CC1(C)CC(=O)C(C(=O)Cc2ccccc2[N+](=O)[O-])C(=O)C1
  A: 14%; B: 17%; C: -5; D: -2%; E: -13%; F: 35%; G: 5%; H: -9%; I: -1%

SMILES: Nc1cc(C(=O)O)c(N)c2c1C(=O)c1ccccc1C2=O
  A: ?; B: -56%[11.4 µM]; C: 5; D: ?; E: -9%; F: ?; G: -1%; H: .; I: 20µM*

SMILES: Cc1nc2c3cc(Cl)ccc3n(CCN3CCOCC3)c2s1
  A: 2%; B: -7%; C: -6; D: 0%; E: -3%; F: 12%; G: -8%; H: 292%[activator]; I: -1%

SMILES: CN(C)C(=O)c1ccc(NC(=O)c2cccc(S(=O)(=O)N3CCCc4ccccc43)c2)cc1
  A: 5%; B: -19%; C: -4; D: -12%; E: .; F: .; G: 4%; H: -2%; I: -25%

SMILES: Cc1ccc(S(=O)(=O)/C(C#N)=C/c2c(N3CCC(C(N)=O)CC3)nc3ccccn3c2=O)cc1
  A: 0%; B: 10%; C: -4; D: -8%; E: ?; F: 22%; G: 5%; H: ?; I: -5%

SMILES: CCCCn1c(NS(=O)(=O)c2ccccc2)c(S(=O)(=O)c2ccc(C)cc2)c2nc3ccccc3nc21
  A: 0%; B: -31%; C: 14; D: -11%; E: 9%; F: 1%; G: 19%; H: ?; I: 45µM*

SMILES: O=C(NNC1=NCCC1)C1CC1
  A: 8%; B: 3%; C: -3; D: 8%; E: -1%; F: 0%; G: -1%; H: -10%; I: -17%

SMILES: CCOc1cc2c3c(c1)C1(OCCO1)C(=O)N3C(C)(C)CC2C (centres undefined)
  A: 16%; B: 14%; C: -6; D: -17%; E: -8%; F: 24%; G: -4%; H: 8%; I: -12%

SMILES: Cc1ccnc(NC(=O)CSc2cc(=O)n(C)c3ccccc23)c1
  A: -3%; B: -42%; C: -3; D: -12%; E: -17%; F: -5%; G: -6%; H: -5%; I: 14%

SMILES: COc1ccc(N2CC(C(=O)OCC(=O)c3cccc(OC)c3)CC2=O)cc1 (centres undefined)
  A: -7%; B: -14%; C: -5; D: 4%; E: ?; F: 18%; G: -3%; H: -11%; I: -13%

SMILES: CCOC(=O)c1ccc(N2CC(O)=C(c3nc4ccccc4c(=O)[nH]3)C2=N)cc1
  A: -1%; B: -20%; C: -2; D: -3%; E: -1%; F: ?; G: 17%; H: 446%[activator]; I: ?

SMILES: NC(=O)CC(NC(=O)Cc1cccc2ccccc12)c1ccc(NCCc2ccccc2F)c([N+](=O)[O-])c1 (centres undefined)
  A: 2%; B: 5%; C: 7; D: 11%; E: 1%; F: -17%; G: -4%; H: -24%; I: 2%

SMILES: COc1ccc(C(c2nnnn2Cc2ccc(F)cc2)N2CCN(c3ccccc3)CC2)cc1 (centres undefined)
  A: -5%; B: 9%; C: -3; D: -5%; E: 43%[activator]; F: 12%; G: -8%; H: 20%; I: -24%

SMILES: CCOc1ccccc1NC(=O)Nc1c(C)n(-c2ccccc2)c(=O)n1C
  A: 1%; B: -8%; C: 0; D: -4%; E: -10%; F: 1%; G: -4%; H: -28%; I: -8%

SMILES: CC(C)c1ccc(-c2nn(-c3ccccc3)cc2C2C(C#N)=C(N)OC3=C2C(=O)CC(C)(C)C3)cc1 (centres undefined)
  A: -8%; B: -31%; C: -3; D: -4%; E: -21%; F: -2%; G: 0%; H: -15%; I: -21%

SMILES: CCC(C)(C)NC(=O)C(c1ccccn1)N(C(=O)c1csnn1)C1CCCCC1 (centres undefined)
  A: 7%; B: -21%; C: 0; D: -10%; E: -10%; F: 1%; G: 3%; H: -2%; I: -6%

SMILES: CCCC(=O)NC(C)c1nc2ccccc2n1CC (centres undefined)
  A: 0%; B: -6%; C: -4; D: 3%; E: 0%; F: 7%; G: 2%; H: 5%; I: -17%

SMILES: O=C(Nc1ccccc1)c1cc2c(-c3ccccc3)nn(-c3ccccc3)c2s1
  A: .; B: -8%; C: -7; D: -11%; E: 6%; F: 17%; G: -8%; H: -26%; I: -7%

SMILES: Cc1ccc(C(=O)N=c2sccn2C)o1
  A: 20%; B: -14%; C: -1; D: -5%; E: -23%; F: 22%; G: -10%; H: -7%; I: 1%

Continued:
structure	APEX1 inh	RGS4 inh	LDHA block	POLK inh	Apoferritin bind	Pol beta inh	ERG Ets-DNA blk	ALOX12 inh	POLH inh
COc1ccc(OC)c2sc(NC(=O)C3COc4ccccc4O3)nc12 (centres undefined)	.	7%	3	-18%	.	.	6%	6%	-9%
COc1ccc(C(=O)CCC(=O)NCCc2ccccc2F)cc1	10%	-22%	-6	-17%	0%	8%	-2%	.	4%
CC1CCc2c(sc3ncn(Cc4ccc(C(=O)O)cc4)c(=O)c23)C1 (centres undefined)	2%	7%	0	3%	-9%	-26%	2%	?	-5%
Cc1nc(SCc2cccc(Cl)c2)nc2c1CCCC2	.	-7%	0	0%	-12%	18%	0%	7%	-17%
O=C(NCc1cccnc1)c1cc(Sc2ccc(F)cc2F)nc2ccccc12	4%	-22%	-5	-1%	5%	1%	1%	3%	-19%
NC(=O)c1ccccc1OCC(=O)Nc1ccc2c(c1)OCCO2	0%	20%	-4	0%	.	.	11%	5%	-2%
COc1ccc(C(=O)NCC(=O)OCC(=O)Nc2ncc(Cl)cc2Cl)cc1[N+](=O)[O-]	6%	-5%	-10	-23%	.	.	-3%	?	50µM*
C=CCC1(O)CC(c2ccco2)NC(c2ccco2)C1CCC (centres undefined)	5%	-14%	-11	-3%	-12%	0%	2%	?	-13%

Quoted at random: four records from the list
structure	APEX1 inh	RGS4 inh	LDHA block	POLK inh	Apoferritin bind	Pol beta inh	ERG Ets-DNA blk	ALOX12 inh	POLH inh
NC(=O)c1ccccc1OCC(=O)Nc1ccc2c(c1)OCCO2	0%	20%	-4	0%	.	.	11%	5%	-2%
COc1ccc(OC)c2sc(NC(=O)C3COc4ccccc4O3)nc12 (centres undefined)	.	7%	3	-18%	.	.	6%	6%	-9%
Cc1nc(SCc2cccc(Cl)c2)nc2c1CCCC2	.	-7%	0	0%	-12%	18%	0%	7%	-17%
COc1ccc(C(=O)CCC(=O)NCCc2ccccc2F)cc1	10%	-22%	-6	-17%	0%	8%	-2%	.	4%

Carrying on.
structure	APEX1 inh	RGS4 inh	LDHA block	POLK inh	Apoferritin bind	Pol beta inh	ERG Ets-DNA blk	ALOX12 inh	POLH inh
COc1cc(NCCCn2ccc(NC(=O)OCc3ccccc3)nc2=O)cc(OC)c1OC	.	-34%	16	12%	.	.	11%	-9%	-9%
Cc1ccc(/C=C2\C(=O)Nc3ccccc32)o1	3%	?	7	-9%	1%	?	14%	?	-15%
O=C(NC(Cc1ccccc1)C(=O)N1CCN(S(=O)(=O)c2ccccc2)CC1)c1ccccc1 (centres undefined)	.	25%	-5	-10%	.	.	0%	10%	-1%
COc1cccc(CN2CCNC(=O)C2CC(=O)N(C)Cc2nc(C)cs2)c1OC (centres undefined)	24%	3%	17	1%	-5%	1%	1%	22%	-5%
Cc1cc(C)cc(NC(=O)CCN2CCOCC2)c1	6%	4%	-3	-7%	-6%	33%	-7%	14%	-7%
COc1ccc(CNCc2cccn2C)cc1	36%[activator]	8%	0	1%	-9%	?	12%	11%	-4%
COc1ccc(CCNC(=O)CCCC(=O)n2nc(C)c3ccccc32)cc1OC	7%	0%	-4	-7%	4%	52%	7%	46%[activator]	-4%
Cc1ccc(S(=O)(=O)c2cn(Cc3ccccc3)c3cc(N4CCCC4)c(F)cc3c2=O)c(C)c1	.	-8%	-1	-9%	137%[activator]	-1%	-10%	-17%	-7%
O=C(Nc1ccc(Br)cc1)c1cccc(S(=O)(=O)Nc2cnc3ccccc3c2)c1	-5%	-17%	-7	-37%	-14%	26%	17%	?	-11%
Cc1ccc(S(=O)(=O)N(C)Cc2ccc(C(=O)N/N=C/c3ccc(OC(F)F)cc3OC(F)F)cc2)cc1	3%	8%	-9	-5%	2%	10%	-3%	-11%	-16%

Compound activity as filed in PubChem BioAssay.

This is a subset (hit frequency here may not be typical).
